# CSM14.1 death rescue: rescue of cells from ER stress-induced death, primary screen, 384-well, CSM14.1, thapsigargin, ATP luminescence (AID 1222); CSM14.1 thapsigargin-induced death rescue, ATP luminescence; higher % means a stronger effect; cellular ATP content (survival), % at 20 µM, or EC50 in µM where a hit was titrated; 190,000 tested, under 10 active;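 active = EC50 below 50 µM in the dose-response confirmation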;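 also: death triggered by thapsigargin at about 15 µM added after 2 h compound pretreatment; cell ATP read after overnight thapsigargin exposure of roughly 18 to 22 hours; normalized against plate controls of thapsigargin alone and 5% DMSO vehicle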
# Autophagy HCS: autophagy modulators in MEF cells, primary screen, imaging, high-content, MEF GFP-LC3; MEF GFP-LC3 puncta imaging; test concentration mostly 10 µM; calls only at 10 µM (by protocol); actives 0.98% (n = 190,000);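 active = percentage of spot-positive cells more than 3 SD above its plate mean, without a fluorescence outlier flag or 80% toxicity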;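 also: spot-positive cell cutoff set from DMSO-treated cells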
# Insulin prom up: insulin promoter activators in MIN6 cells, imaging, high-content screening, mouse beta cells; actives 0.3% (n = 190,000); z-score at 5 µM; MIN6 insulin promoter-GFP reporter; active compounds read high;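 active = z-score above 3 at 5 µM with at least 500 cells counted in the well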
# Yfh1-depleted yeast: enhancers of respiration in Yfh1-depleted yeast, dose response, Friedreich's ataxia, plus single-dose screen (AID 1465). S. cerevisiae Yfh1-off respiration, WST-1 reduction, 72 h; higher fold induction means a stronger effect. one-dose fold induction at 50 µM; EC50 in µM for titrated hits. actives 0.074% (n = 220,000);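 active = fold induction of absorbance versus untreated yeast above a set limit, then at least 30% activation at any dose in follow-up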;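 also: activators that raise dye reduction in frataxin-depleted yeast; strong numbers were not always called active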
# M1AAP inhibition: P. falciparum M1AAP inhibitors, biochemical, fluorogenic H-Leu-NHMec substrate, 1536-well (AID 1445); recombinant M1AAP, H-Leu-NHMec fluorogenic kinetic assay; higher % means a stronger effect; inhibition, % at 30 µM; hits with a dose series show IC50 in µM; actives 0.42% (n = 220,000);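 active = primary inhibition above the hit cutoff, then over 50% inhibition at one or more dose response concentrations, cut at about 23% in these data, passing the limit was not always enough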;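 also: plate controls were DMSO full reaction for no effect and no enzyme background for full effect; strong numbers were not always called active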
# M17LAP inhibition: P. falciparum M17LAP inhibitors, primary screen, biochemical, fluorogenic H-Leu-NHMec substrate, 1536-well (AID 1619). actives 0.38% (n = 220,000). inhibition, % at 30 µM; hits with a dose series show IC50 in µM. Leucine aminopeptidase (Plasmodium falciparum (isolate 3D7)). recombinant M17LAP, H-Leu-NHMec fluorogenic kinetic assay; higher % means a stronger effect;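 active = compound inhibiting the enzyme by more than half at any dose during confirmatory dose-response retesting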;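 also: plate controls were full reaction with DMSO carrier for no effect and no enzyme background for full effect; strong numbers were not always called active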
# Dynein transport: inhibitors of GR-EGFP nuclear translocation, primary screen, dynein cargo transport inhibitor project, imaging, high-content, 3617.4 mouse cells | test concentration mostly 20 µM; stimulated with dexamethasone, 1 µM; active compounds read low | actives 0.47% (n = 220,000) | z-score, hits read low;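 active = plate z-score of nuclear minus cytoplasmic receptor signal below a set negative limit, without overly bright fluorescence or cell loss, cut at about -3.5 in these data, passing the limit was not always enough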;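 also: z-score of nuclear minus cytoplasmic ring GR-EGFP intensity difference per well; some compounds called inactive have numbers as strong as hits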
#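 Also added: dexamethasone, 1.0 µM final. Medium: tet-free, stripped-serum medium. Detection: fixed, Hoechst-stained cells imaged at 10x for EGFP. Read-out: nuclear-to-cytoplasmic GR-EGFP distribution per well. Times: induction 48 h, compound 1 h, agonist 30 min.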
# MT stabilize HCS: microtubule stabilizers in HeLa cells, primary screen, imaging, high-content imaging; HeLa tubulin immunostaining HCS, 24 h; share of cells brighter than vehicle mean+2SD; % tubulin-high responders, % at 10 µM; actives 0.83% (n = 200,000); AID 2205, 2009;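 active = plate Z-score above 3 for both tubulin-high and condensed-nucleus cell shares, with cell loss under 80%, at 10 µM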;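 also: anti alpha tubulin signal scored within the nucleus-defined area of each cell; some results filed as inactive read as strong as hits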
# Lipid droplet: inhibitors of hepatocyte lipid droplet formation, primary screen, imaging, high-throughput imaging, BODIPY stain. actives 0.4% (n = 240,000). AID 1656, 2009. inhibition, % at 6.5 µM. AML12 mouse hepatocytes, oleate lipid droplets;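 active = lipid droplet intensity inhibited by at least 50%, with more than 500 cells counted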
#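 System: AML12 hepatocytes (mouse). Probe or stimulus: oleic acid at 100 µM to induce lipid droplet formation. Times: overnight treatment with compound plus oleate. Detection: Image-based BODIPY and DAPI two-channel analysis. Evaluation: percent inhibition of filter-corrected integrated lipid droplet intensity per well.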
# Dynein transport cytoplasmic EGFP: also measured in Dynein transport; calls as there; z-score; measured here: cytoplasmic GR-EGFP intensity; active compounds read high
# Dynein transport nuclear GR-EGFP: further read-out of Dynein transport, marked with its call; z-score; measured here: nuclear GR-EGFP intensity;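 lower value marks the stronger effect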
# Dynein transport cell count: second read-out of Dynein transport, no call of its own (marks repeat the call); z-score; measured here: cell count per field
# Insulin prom up cell count: also measured in Insulin prom up; calls as there; cell count; measured here: cytotoxicity, nuclei count;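 total cells summed across four imaged fields per well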
# Lipid droplet cells 6.5 µM: second read-out of Lipid droplet, no call of its own (marks repeat the call); cell count; measured here: cell count, cytotoxicity flag;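 cells counted across two imaged fields per well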
# MT stabilize HCS Hoechst-high %: also measured in MT stabilize HCS; calls as there; % Hoechst-high responders; measured here: nuclear condensation Hoechst responders;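 share of cells brighter than vehicle mean plus two SD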
# MT stabilize HCS cytotoxicity %: second read-out of MT stabilize HCS, no call of its own (marks repeat the call); toxicity, %; measured here: cytotoxicity by cell density;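 0% = mean cell density of plate MIN control wells and 100% = no cells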
# Autophagy HCS cell loss 18 h: recorded beside Autophagy HCS, whose call it bears; toxicity, %; measured here: cell loss, nuclei count;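 cell loss after 18 h compound exposure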
# Active calls of the source: *; i = inactive; . = no result given.
SMILES	Dynein transport cell count	MT stabilize HCS Hoechst-high %	MT stabilize HCS cytotoxicity %	Dynein transport cytoplasmic EGFP	Insulin prom up	Dynein transport	M17LAP inhibition	MT stabilize HCS	CSM14.1 death rescue	Insulin prom up cell count	Dynein transport nuclear GR-EGFP	Autophagy HCS	Lipid droplet cells 6.5 µM	M1AAP inhibition	Yfh1-depleted yeast	Lipid droplet	Autophagy HCS cell loss 18 h
Cc1nnc(NC(=O)CSc2ncc(-c3ccccc3)[nH]2)s1	-1.5	.	.	-0.18	0.29	0.84	4%	.	.	975	1.3	.	653	10%	i	-3	.
O=c1c2ccccc2c(-c2ccc(O)cc2)nn1-c1cccc(C(F)(F)F)c1	-0.24	1.3	1.8	-0.24	-0.32	-0.14	11%	1.6	-1.0%	1398	-0.16	i	647	1%	i	-48	-11
Cc1ccc(CSCCNC(=O)/C=C/c2ccccc2Cl)cc1	-0.011	2.3	4.0	-0.11	-0.44	-0.31	2%	2.2	-2.0%	1159	0.56	i	.	0%	i	.	10
COc1ccc(NC(=O)CSc2nc3c(c(=O)n2-c2ccccc2OC)SCC3)cc1	0.88	1.7	5.7	-0.3	-0.54	-1.2	-6%	2.0	-2.5%	1626	-0.53	.	696	4%	i	18	.
O=[N+]([O-])c1ccc2[nH]c3c(c2c1)CCCC3	-1.3	2.9	0.2	-0.26	0.26	1	-4%	4.3	0.3%	1198	0.1	i	743	4%	i	16	-1
COc1cccc(/C=N/NC(=S)Nc2cccc(C(=O)O)c2)c1	0.27	3.4	6.4	-0.22	-0.44	0.099	16µM*	3.9	-0.3%	1577	-0.074	i	697	7%	i	22	-16
CCOC(=O)c1ccc(N=C2SC(C(=O)Nc3ccc(C(=O)O)cc3)CC(=O)N2Cc2cccs2)cc1 (centres undefined)	-0.24	1.5	2.9	-0.16	0.2	0.94	9%	4.8	-9.3%	1318	0.81	i	697	3%	i	21	-23
O=C(Nc1ccc(Cl)cc1)Nc1ccc2c(c1)N1CCN=C1S2	0.038	2.6	4.0	-0.16	-0.52	-0.027	-8%	2.9	-3.0%	1160	0.02	i	.	0%	i	.	-13
CCn1c(/C=C2/C(=O)N(C)c3ccccc32)nc2ccccc2c1=O	1.5	2.0	7.9	-0.21	-0.27	-0.65	-4%	2.5	-1.2%	1552	-0.051	i	.	17%	i	.	10
O=C1CCCc2c1nc(-c1ccccc1)n2O	-0.26	1.6	10	-0.12	0.4	-0.19	4%	1.8	-1.9%	1228	-0.74	i	789	2%	i	12	0
CN(C)C=Nc1ncc2c3ccccc3n(Cc3ccccc3)c2c1C#N	0.046	6.0	4.7	-0.15	0.26	0.67	12%	5.8	0.9%	1464	0.52	i	.	10%	i	.	-10
CCCc1nn(-c2cc(Cl)ccc2OC)c2c1C(=O)CC(C)(C)C2	-0.17	19*	22*	-0.15	-0.25	0.31	13%	12*	-0.2%	1033	0.28	i	.	7%	i	.	11
O=C(Cn1c(NCCCO)nc2ccccc21)c1cccc(Br)c1	-0.12	2.3	4.1	-0.14	0.63	-0.73	4%	4.7	-4.4%	1291	-0.1	i	.	9%	i	.	-7
NC(=O)C1=CN(Cc2ccc(Cl)cc2)CCC1C(F)(F)F (centres undefined)	-0.024	.	.	-0.27	0.02	-0.96	4%	.	.	1148	-0.43	.	759	2%	i	16	.
NNC(=O)c1sccc1OCc1ccc(F)cc1	-0.46	2.3	5.4	-0.19	0	-0.38	15%	1.9	0.4%	1051	-0.24	i	694	23%	i	-19	16
O=C(N[C@@H](Cc1ccccc1)C(=O)NC1CCCCC1)c1ccco1	-0.099	1.4	5.7	-0.21	0.55	0.023	-2%	2.5	0.6%	889	0.068	i	783	3%	.	5	-7
CN1C/C(=N\S(=O)(=O)c2ccccc2)N(C)C1=O	0.61	2.0	4.4	-0.24	0.56	-0.62	5%	5.7	-1.7%	1298	0.26	i	704	3%	i	-2	20
CCOCc1c(C(=O)Nc2cc(OCC)c(N3CCOCC3)cc2OCC)oc2ccccc12	-0.039	1.4	5.5	-0.36	0.42	0.74	4%	1.9	-1.4%	1229	-0.2	i	723	5%	i	-9	1
CC(C)C(=O)NC(Nc1ccc(S(N)(=O)=O)cc1)C(Cl)(Cl)Cl (centres undefined)	1.5	2.4	13	-0.35	-0.2	-0.9	-9%	1.5	-2.9%	819	-0.73	i	651	-2%	i	15	8
Cn1c(CO)cnc1SCC(=O)c1ccc(Cl)cc1	0.49	2.0	3.1	-0.24	0.02	-0.35	3%	2.9	-1.4%	1313	0.11	i	.	3%	i	.	4
CN(CCc1ccccn1)C(=O)CCC1CCCN(C(=O)CN2CCCCCC2)C1 (centres undefined)	1	1.0	3.5	-0.31	0.6	-0.73	4%	1.5	0.4%	1518	-0.54	i	707	4%	i	-3	19
O=C(CSc1nnc(COc2ccccc2Cl)o1)NC(=O)NCc1ccco1	0.1	.	.	-0.28	0.12	0.22	8%	.	.	1432	-0.021	.	732	3%	i	16	.
O=C(CSc1cn(CC(=O)N2CCCCCC2)c2ccccc12)NCC1CCCO1 (centres undefined)	0.9	2.4	3.7	-0.31	0.33	0.2	11%	2.3	-0.8%	1123	0.0071	i	687	9%	i	-7	2
CC(=C/c1ccc(C(C)C)cc1)/C=N/NC(=O)CSc1ccccn1	0.87	1.4	8.9	-0.23	.	-0.38	10%	2.5	-2.5%	.	-0.14	i	592	4%	i	39	-10
CC(C)OC(=O)NCCOC(=O)Nc1ccc(Cl)cc1	0.94	1.4	4.3	-0.27	0.11	-0.82	.	1.8	-1.6%	1581	-0.08	i	718	.	i	4	5
Cc1cc(C)c(C)c(S(=O)(=O)N2CCN(CC(=O)Nc3ccc([N+](=O)[O-])cc3)CC2)c1C	0.67	1.7	2.6	-0.22	-0.06	-0.38	1%	1.6	-3.7%	1276	-0.062	i	643	-2%	i	11	10
O=c1[nH]c2ccccc2c(=O)n1Cc1ccccc1	0.47	1.2	11	-0.18	0.25	-0.52	9%	1.2	0.1%	988	-0.17	i	792	11%	i	3	-2
CCCC(=O)n1nc(NCc2ccc(OC)cc2)nc1NCc1ccc(OC)cc1	-0.027	2.1	12	-0.26	-0.72	-0.04	1%	1.6	-1.0%	1641	-0.024	i	661	-6%	i	-7	-32
O=C(CCCn1c(=S)[nH]c2cc3c(cc2c1=O)OCO3)N1CCN(c2ccccc2)CC1	0.8	1.4	11	-0.19	-2.2	-0.33	-3%	1.3	-1.0%	1404	-0.32	i	.	5%	i	.	-1
Cc1ccc(S(=O)(=O)Nc2nc3n(n2)C(c2ccc(Cl)cc2)CC(=O)N3)cc1 (centres undefined)	-1.4	1.0	2.9	-0.17	0.24	-0.4	13%	1.9	-0.6%	1552	-0.34	i	.	4%	i	.	-27

# Whole records, looked up by structure. Order of values: Dynein transport cell count	MT stabilize HCS Hoechst-high %	MT stabilize HCS cytotoxicity %	Dynein transport cytoplasmic EGFP	Insulin prom up	Dynein transport	M17LAP inhibition	MT stabilize HCS	CSM14.1 death rescue	Insulin prom up cell count	Dynein transport nuclear GR-EGFP	Autophagy HCS	Lipid droplet cells 6.5 µM	M1AAP inhibition	Yfh1-depleted yeast	Lipid droplet	Autophagy HCS cell loss 18 h
# `O=C1CCCc2c1nc(-c1ccccc1)n2O` across the screens: -0.26	1.6	10	-0.12	0.4	-0.19	4%	1.8	-1.9%	1228	-0.74	i	789	2%	i	12	0
# `O=C(CSc1cn(CC(=O)N2CCCCCC2)c2ccccc12)NCC1CCCO1` (centres undefined) across the screens: 0.9	2.4	3.7	-0.31	0.33	0.2	11%	2.3	-0.8%	1123	0.0071	i	687	9%	i	-7	2

# Carrying on.
SMILES	Dynein transport cell count	MT stabilize HCS Hoechst-high %	MT stabilize HCS cytotoxicity %	Dynein transport cytoplasmic EGFP	Insulin prom up	Dynein transport	M17LAP inhibition	MT stabilize HCS	CSM14.1 death rescue	Insulin prom up cell count	Dynein transport nuclear GR-EGFP	Autophagy HCS	Lipid droplet cells 6.5 µM	M1AAP inhibition	Yfh1-depleted yeast	Lipid droplet	Autophagy HCS cell loss 18 h
C/C(=N\OC(=O)c1c(-c2c(F)cccc2Cl)noc1C)c1nccs1	0.53	1.9	0.0	-0.3	0.92	-0.52	0%	5.0	4.2%	1398	-0.3	i	696	-5%	i	-2	-24
O=C1NCCCN1Cc1ccc(F)cc1Cl	0.27	2.7	6.0	-0.45	.	-0.35	2%	2.5	-1.8%	.	-0.054	i	706	7%	i	7	13
O=C(O)c1ccc(N=Nc2c(O)[nH]c3ccccc23)cc1	-0.61	.	.	-0.23	0.34	1.1	84µM*	.	.	1429	0.36	.	714	21%	i	-5	.
CC1=C(C(=O)OC(C)C)C(c2cccs2)NC(=S)N1 (centres undefined)	-0.75	3.3	9.5	-0.094	-1.2	-0.34	6%	3.9	-4.2%	1395	-0.3	i	756	5%	i	21	13
COCCN=c1scc(-c2cc(OC)c(OC)c(OC)c2)n1/N=C/c1c(C)[nH]c2ccccc12	-0.019	3.6	13	0.086	.	0.73	4%	7.4	14%	.	0.13	i	643	6%	i	36	-4
CCn1ncc(C2=NOC(C(=O)Nc3cccc(C(C)=O)c3)C2)c1C (centres undefined)	0.56	4.0	11	-0.13	-3	-0.78	20%	2.1	0.0%	757	0.095	i	.	-2%	i	.	-6
CC1(C)C2CCC1(C)C(OC(=O)C[n+]1ccccc1N)C2 (centres undefined)	-0.85	.	.	-0.22	0.31	0.64	-3%	.	.	1026	0.42	.	710	3%	i	-2	.

# Screening results: PubChem, several laboratories
